Screening data (PubChem BioAssay)
D1 potentiator: enhances dopamine response at the human D1 receptor. P21728. HEK293 TREx D1 cells, calcium flux, dopamine EC20 potentiation. potentiation, % at 10 µM. 0.036% of 360,000 active; in the data active means potentiation above about 30%; further: 0% is about no effect
Target sequence (P21728 whole entry, looked up): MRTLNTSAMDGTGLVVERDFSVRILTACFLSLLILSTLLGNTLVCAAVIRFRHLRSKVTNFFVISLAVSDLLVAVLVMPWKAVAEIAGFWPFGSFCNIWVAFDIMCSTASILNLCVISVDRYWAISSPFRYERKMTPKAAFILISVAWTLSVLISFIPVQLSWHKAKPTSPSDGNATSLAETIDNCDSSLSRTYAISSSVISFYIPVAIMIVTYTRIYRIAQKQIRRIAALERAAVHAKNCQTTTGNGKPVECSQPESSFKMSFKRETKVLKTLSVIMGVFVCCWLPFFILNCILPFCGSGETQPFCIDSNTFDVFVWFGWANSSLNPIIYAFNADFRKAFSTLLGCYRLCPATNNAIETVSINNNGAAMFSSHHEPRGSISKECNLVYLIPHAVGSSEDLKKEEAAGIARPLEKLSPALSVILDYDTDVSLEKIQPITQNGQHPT
Apoferritin bind: binds horse apoferritin like a general anesthetic | P02791 | apoferritin/1-aminoanthracene competitive binding, fluorescence | Potency, µM (doses to about 77.5 µM), without a hit: at the highest dose activity change, negative = displacement, actives largely listed as inhibitors | 0.074% of 350,000 active; further: potency means the concentration at half of the fitted maximal effect; on the % scale 0 is the no-effect control and ±100 the full control effect; nearly all actives have a fitted effect of over 20% in size
Target sequence (P02791 2-175 limits assumed): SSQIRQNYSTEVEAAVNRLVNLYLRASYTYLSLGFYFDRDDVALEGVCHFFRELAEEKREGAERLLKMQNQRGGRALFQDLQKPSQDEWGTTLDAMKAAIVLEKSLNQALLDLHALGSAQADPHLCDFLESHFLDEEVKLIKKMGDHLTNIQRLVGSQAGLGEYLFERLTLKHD
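Steps: apoferritin (10 uM) was premixed with half-saturated 1-AMA in PBS, compounds were pin-transferred, plates stood 10 min at room temperature, fluorescence was read at 380/535 nm, and curves were fitted with a Hill equation.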
D1 antagonist: antagonists of human D1 dopamine receptor; 3.2% of 360,000 active; activity change, negative = inhibition, % at 10 µM; HEK293 TREx D1 cells, calcium flux, dopamine EC80; active compounds read low; AID 504652; P21728; in the data active means activity change below about -30%; further: on the % scale 0 is the no-effect control and ±100 the full control effect
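Antagonism measured as reduced calcium response to an EC80 dopamine addition following 180 s compound pre-read; cells were inducible HEK293 Trex D1 plated overnight at 30 C, read kinetically at 1 cycle/sec.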
D2 potentiator: D2 dopamine receptor (human) potentiation; AID 485347; HEK293 T-REx D2, calcium flux, EC20 dopamine potentiation; potentiation, % at 10 µM; P14416; 0.34% of 340,000 active;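 active means potentiation over 3 SD above the plate norm, cut at about 30% in these data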; further: 0% is about no effect
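Cells plated with tetracycline inducer and held overnight at 30 C; calcium dye loaded 30–90 min at room temperature; baseline taken, compound added and read 180 s; EC20 dopamine then added and read 180 s.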
D1 ag: agonists of human D1 dopamine receptor | 1% of 360,000 active | activation, % at 2 µM | P21728 | AID 504660 | HEK293 T-REx D1 cells, calcium flux, agonist mode; in the data active means activation above about 30%; further: 0% is about no effect
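Tetracycline-induced HEK293 TREx D1 cells, force-coupled to calcium signalling, were dye-loaded with a no-wash calcium kit. Compound was pin-added after a 10 s baseline. Fluorescence was read kinetically at 1 cycle/s for 180 s, with calcium rises flagged as agonism.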
RXFP1 antagonist: RXFP1 (human) relaxin receptor antagonism; activity change, negative = inhibition, % at 57.5 µM; HEK293-RXFP1, relaxin-stimulated cAMP HTRF, 30 min; active compounds read low; Q9HBX9; 0.59% of 350,000 active; AID 1259400;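 active means activity change of -60% or lower, but not beyond a set lower limit; inconclusive means change between -60% and -40%, or beyond the set limit; inactive means change above -40%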; further: on the % scale 0 is the no-effect control and ±100 the full control effect
RXFP1 agonist: agonists of human relaxin receptor RXFP1; HEK293T-RXFP1 cAMP TR-FRET, 30 min; response scale: percent of porcine relaxin response, buffer zero; Potency, µM (highest dose often 57.5 µM), for inactives: at the highest dose activation, most hits filed as activators; 0.3% of 370,000 active; AID 2676; further: potency means the concentration at half of the fitted maximal effect; on the % scale 0 is the no-effect control and ±100 the full control effect; nearly all actives have a fitted effect of over 60% in size; many of its hits are not listed in these tables
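Agonist response is measured as cAMP accumulation in an RXFP1-transfected HEK293T line under PDE4 inhibition. Values are scaled between buffer-only and 29 nM porcine relaxin, and EC50s come from standard Hill equation fits.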
TRHR agonist: activates the human TRH receptor. activation, % at 2 µM. 0.18% of 360,000 active. AID 493084. TRHR cells, calcium flux fluo-8, FDSS agonist mode; in the data active means activation above about 30%; further: 0% is about no effect
Target sequence (P34981 whole entry, looked up): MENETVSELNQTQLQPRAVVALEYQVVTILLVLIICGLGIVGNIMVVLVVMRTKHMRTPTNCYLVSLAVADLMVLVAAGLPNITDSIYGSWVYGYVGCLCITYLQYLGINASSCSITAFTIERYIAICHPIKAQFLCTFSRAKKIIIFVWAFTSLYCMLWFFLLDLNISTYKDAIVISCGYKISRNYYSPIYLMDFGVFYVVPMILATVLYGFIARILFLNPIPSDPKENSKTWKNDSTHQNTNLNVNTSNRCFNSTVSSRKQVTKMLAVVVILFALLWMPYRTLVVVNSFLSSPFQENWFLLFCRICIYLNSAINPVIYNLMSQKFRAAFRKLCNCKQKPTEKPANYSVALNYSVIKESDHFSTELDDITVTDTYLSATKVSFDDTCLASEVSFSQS
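Read-out: compound-evoked intracellular calcium rise in TRHR cells, fluo-8 dye, kinetic FDSS fluorescence at 1 s/cycle following a 10-cycle baseline. Cells cultured overnight before dye loading (30 min–1.5 h, RT).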
TRHR enhancer: allosterically enhances the human TRH receptor | 0.66% of 360,000 active | enhancement, % at 2 µM | AID 493056 | TRHR cells, fluo-8 calcium fluorescence, EC20 TRH enhancement; in the data active means enhancement above about 30%; further: 0% is about no effect
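Enhancer read-out: after compound pinning and an initial kinetic agonist-mode read, an EC20 of TRH (10 nM final) was injected and fluo-8 calcium signal (Ex 480/Em 530) followed at 1 s/cycle for 100 cycles in TRHR-expressing cells.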
Numbers without * were called inactive; [ ] = dose if it differs, or a comment. Unless noted, the call rests on the fitted dose curve; in most records, active means well fitted curve in the direction sought with a large enough effect; inconclusive means small, poorly fitted or top-dose-only effect, or another doubt; inactive means no such curve, though single readings can be large; an effect the other way counts as inactive or inconclusive. An excerpt; rates above refer to the full screens.

How did NCCCC(=O)N1c2ccccc2Sc2ccccc21 do in these assays?
D1 potentiator: -3; Apoferritin bind: -11%; D1 antagonist: 5; D2 potentiator: -20; D1 ag: 3; RXFP1 agonist: -1.3%; TRHR agonist: 0.4; TRHR enhancer: 1

What do the screens show for `COc1cc(/C=N/NC(=O)c2nnn(-c3nonc3N)c2C(C)C)ccc1OCc1ccccc1`?
D1 potentiator: 4; Apoferritin bind: -8%; D1 antagonist: 0; D2 potentiator: -3; D1 ag: 6; RXFP1 antagonist: 9; RXFP1 agonist: -2.3%; TRHR agonist: 0.6; TRHR enhancer: 8

How did Cc1nn(C)c(C)c1/C=C(/C(=O)C(C)(C)C)n1cncn1 do in these assays?
D1 potentiator: 0; Apoferritin bind: -1%; D1 antagonist: 18; D2 potentiator: -2; D1 ag: 0; RXFP1 antagonist: -2; RXFP1 agonist: 2.6%; TRHR agonist: 0.0; TRHR enhancer: 24

Results for CC(C)Cn1cc(C(=O)NC2CCN(Cc3ccccc3)CC2)c2c3ccccc3n(C)c2c1=O ?
D1 potentiator: -6; Apoferritin bind: -18%; D1 antagonist: 0; D2 potentiator: 0; D1 ag: 0; RXFP1 agonist: 4.9%; TRHR agonist: 1.1; TRHR enhancer: 5

Results for O=C(NCc1ccc2c(c1)CCN2C(=O)c1ccccc1)Nc1cc(F)ccc1F ?
D1 potentiator: 0; Apoferritin bind: 1%; D1 antagonist: 2; D2 potentiator: 8; D1 ag: 2; RXFP1 antagonist: -5; RXFP1 agonist: 2.7%; TRHR agonist: 0.1; TRHR enhancer: -7

What do the screens show for `C=CCc1ccc(OCCCN2CCCC(C)C2)c(OC)c1` (centres undefined)?
D1 potentiator: -4; Apoferritin bind: -22%; D1 antagonist: 13; D2 potentiator: -21; D1 ag: 6; RXFP1 antagonist: 27; RXFP1 agonist: 0.1%; TRHR agonist: 0.3; TRHR enhancer: -9

Results for C=CCn1c(=O)c2ccccc2n2c(SCC(=O)c3ccccc3)nnc12 ?
D1 potentiator: -1; Apoferritin bind: -23%; D1 antagonist: 6; D2 potentiator: -4; D1 ag: 2; RXFP1 antagonist: 1; RXFP1 agonist: 4.7%; TRHR agonist: -0.1; TRHR enhancer: -1

How did Cc1ccc(N2OC3C(=O)NC(=O)C3C2c2ccco2)cc1 (centres undefined) do in these assays?
D1 potentiator: 3; Apoferritin bind: -2%; D1 antagonist: 11; D2 potentiator: 8; D1 ag: -1; RXFP1 agonist: 3.2%; TRHR agonist: -0.1; TRHR enhancer: 5

What do the screens show for `Cn1cccc1/C=N/NC(=O)c1sc2ccccc2c1Cl`?
D1 potentiator: -5; Apoferritin bind: -3%; D1 antagonist: 4; D2 potentiator: 1; D1 ag: 1; RXFP1 antagonist: -10; RXFP1 agonist: 3.4%; TRHR agonist: -0.7; TRHR enhancer: -6

Results for FC(F)(F)c1ccc2c(c1)nc1n2CCCC1 ?
D1 potentiator: -2; Apoferritin bind: -5%; D1 antagonist: 7; D2 potentiator: 18; D1 ag: 1; RXFP1 antagonist: -9; RXFP1 agonist: 0.5%; TRHR agonist: -0.2; TRHR enhancer: -3

Looked up by compound from above, two records:
How did NCCCC(=O)N1c2ccccc2Sc2ccccc21 do in these assays?
D1 potentiator: -3; Apoferritin bind: -11%; D1 antagonist: 5; D2 potentiator: -20; D1 ag: 3; RXFP1 agonist: -1.3%; TRHR agonist: 0.4; TRHR enhancer: 1

How did Cc1nn(C)c(C)c1/C=C(/C(=O)C(C)(C)C)n1cncn1 do in these assays?
D1 potentiator: 0; Apoferritin bind: -1%; D1 antagonist: 18; D2 potentiator: -2; D1 ag: 0; RXFP1 antagonist: -2; RXFP1 agonist: 2.6%; TRHR agonist: 0.0; TRHR enhancer: 24

Remaining list, next part:
Results for Cc1ccc(-c2cc(C(F)F)n3ncc(C(=O)N4CCc5ccccc5C4)c3n2)cc1 ?
D1 potentiator: 5; Apoferritin bind: -19%; D1 antagonist: -2; D2 potentiator: 13; D1 ag: 6; RXFP1 antagonist: -16; RXFP1 agonist: 3.1%; TRHR agonist: -0.1; TRHR enhancer: -1

How did CCOc1ccccc1NC(=O)Cn1c(-c2ccc(Cl)cc2)noc1=O do in these assays?
D1 potentiator: -6; Apoferritin bind: -1%; D1 antagonist: -15; D2 potentiator: 4; D1 ag: 9; RXFP1 antagonist: 1; RXFP1 agonist: 0.0%; TRHR agonist: 0.7; TRHR enhancer: 5

Results for COc1ccc(C2N(C(=O)c3ccccc3)CCN2C(=O)c2ccccc2)cc1 ?
D1 potentiator: 3; Apoferritin bind: -9%; D1 antagonist: 3; D1 ag: 2; RXFP1 antagonist: 3; RXFP1 agonist: 0.0%; TRHR agonist: -0.1; TRHR enhancer: 3

What do the screens show for `CCOC(=O)c1ccc(NC(=O)c2ccc(=O)n(Cc3cccc(C)c3)c2)cc1`?
D1 potentiator: -4; Apoferritin bind: -9%; D1 antagonist: -9; D2 potentiator: 1; D1 ag: 12; RXFP1 agonist: 4.1%; TRHR agonist: 0.9; TRHR enhancer: 4

Results for CCOc1ccc(NC(=O)Nc2cc(C(C)C)c(O)cc2C)cc1 ?
D1 potentiator: -5; Apoferritin bind: -10%; D1 antagonist: -47*; D2 potentiator: -17; D1 ag: 0; RXFP1 antagonist: -5; RXFP1 agonist: 0.8%; TRHR agonist: 0.3; TRHR enhancer: -15

How did O=C(CSc1nccn1-c1ccccc1)c1ccc(Cl)cc1 do in these assays?
D1 potentiator: 4; Apoferritin bind: -20%; D1 antagonist: -7; D2 potentiator: -6; D1 ag: 1; RXFP1 antagonist: -6; RXFP1 agonist: 0.3%; TRHR agonist: 0.0; TRHR enhancer: 2

How did CN(C)C(=O)c1cn(-c2ccccc2)nc1-c1cccs1 do in these assays?
D1 potentiator: 0; Apoferritin bind: -4%; D1 antagonist: -9; D2 potentiator: -8; D1 ag: 0; RXFP1 antagonist: -3; RXFP1 agonist: 0.4%; TRHR agonist: -0.3; TRHR enhancer: 1

How did O=C(Nc1ccc(F)cc1)Nc1cc(OCC(F)(F)F)cc(OCC(F)(F)F)c1 do in these assays?
D1 potentiator: -14; Apoferritin bind: -19%; D1 antagonist: 4; D2 potentiator: -8; D1 ag: 10; RXFP1 antagonist: -4; RXFP1 agonist: -0.2%; TRHR agonist: 2.2; TRHR enhancer: -8

Results for O=C(CC1N=C2c3ccccc3N=C(SCC(=O)Nc3cccc(C(F)(F)F)c3)N2C1=O)NCc1cccs1 (centres undefined) ?
D1 potentiator: 3; Apoferritin bind: -21%; D1 antagonist: 13; D2 potentiator: -1; D1 ag: 1; RXFP1 antagonist: -18; RXFP1 agonist: 3.5%; TRHR agonist: 0.2; TRHR enhancer: -12

How did CC1CN(Cc2cc(=O)oc3cc(O)ccc23)CC(C)O1 (centres undefined) do in these assays?
D1 potentiator: 4; Apoferritin bind: 334%[activator]; D1 antagonist: 8; D1 ag: 5; RXFP1 antagonist: -5; RXFP1 agonist: -2.0%; TRHR agonist: -1.2; TRHR enhancer: 4

Results for Cc1cc(C)n(CC(=O)O)n1 ?
D1 potentiator: -11; Apoferritin bind: -1%; D1 antagonist: -26; D2 potentiator: 12; D1 ag: 0; RXFP1 antagonist: 2; RXFP1 agonist: 0.2%; TRHR agonist: -0.1; TRHR enhancer: 2

Results for N#Cc1cc2c(nc1SCc1ccccc1)CCC2 ?
D1 potentiator: 0; Apoferritin bind: -5%; D1 antagonist: -15; D2 potentiator: 8; D1 ag: 0; RXFP1 antagonist: 24; RXFP1 agonist: inconclusive; TRHR agonist: 0.3; TRHR enhancer: 0

How did Cc1ccccc1CSc1nnc(C)c(=O)[nH]1 do in these assays?
D1 potentiator: 3; Apoferritin bind: 41%[activator]; D1 antagonist: -23; D2 potentiator: 2; D1 ag: -2; RXFP1 agonist: -0.8%; TRHR agonist: 0.2; TRHR enhancer: -2

How did CCN(CC1CCCO1)C(=O)CCc1nnc(Cc2ccc3c(c2)OCO3)o1 (centres undefined) do in these assays?
D1 potentiator: 1; Apoferritin bind: -13%; D1 antagonist: 6; D2 potentiator: 10; D1 ag: 0; RXFP1 antagonist: -10; RXFP1 agonist: -1.3%; TRHR agonist: 0.6; TRHR enhancer: 15

Results for CCCC(=O)c1ccc(-c2ccccc2)cc1 ?
D1 potentiator: -11; Apoferritin bind: -2%; D1 antagonist: -9; D2 potentiator: 16; D1 ag: 4; RXFP1 antagonist: -12; RXFP1 agonist: -0.6%; TRHR agonist: 0.8; TRHR enhancer: 5

How did CC(C)CNC(=S)NNC(=O)c1ccc(OC(F)F)cc1 do in these assays?
D1 potentiator: 0; Apoferritin bind: -11%; D1 antagonist: -2; D2 potentiator: 3; D1 ag: 1; RXFP1 antagonist: 30; RXFP1 agonist: 1.2%; TRHR agonist: -0.2; TRHR enhancer: 2

What do the screens show for `CCOc1cc(C2NC(=O)N(C)C(C)=C2C(=O)OC)cc(Br)c1O` (centres undefined)?
D1 potentiator: -4; Apoferritin bind: -9%; D1 antagonist: 7; D2 potentiator: -3; D1 ag: 8; RXFP1 antagonist: 0; RXFP1 agonist: 0.6%; TRHR agonist: 4.6; TRHR enhancer: 0

How did CN1CCN(C(=O)c2ccc(CS(=O)(=O)c3c(Cl)cccc3Cl)o2)CC1 do in these assays?
D1 potentiator: -3; Apoferritin bind: 1%; D1 antagonist: -20; D2 potentiator: 0; D1 ag: 0; RXFP1 agonist: 0.8%; TRHR agonist: 0.5; TRHR enhancer: -8

What do the screens show for `CCOc1ccc(-c2nnc(SCC(=O)NC3CCCC3)nc2-c2ccc(OCC)c(OC)c2)cc1OC`?
D1 potentiator: -3; Apoferritin bind: -1%; D1 antagonist: -3; D2 potentiator: 0; D1 ag: -1; RXFP1 antagonist: 3; RXFP1 agonist: -0.1%; TRHR agonist: -0.8; TRHR enhancer: 1

Results for Cc1ccccc1-c1nnc(-c2ccccc2)o1 ?
D1 potentiator: -1; Apoferritin bind: inconclusive; D1 antagonist: 17; D2 potentiator: 19; D1 ag: 0; RXFP1 antagonist: -4; RXFP1 agonist: 0.3%; TRHR agonist: -0.3; TRHR enhancer: 3

Results for COc1ccc(NC(=O)C2CCCN2c2nn3c(=O)cc(C)nc3s2)cc1 (centres undefined) ?
D1 potentiator: -5; Apoferritin bind: -9%; D1 antagonist: 5; D2 potentiator: -11; D1 ag: 1; RXFP1 antagonist: 6; RXFP1 agonist: inconclusive; TRHR agonist: 0.6; TRHR enhancer: -6

How did Cc1cc(C)n(/N=C\c2c(O)ccc3ccccc23)c(=O)c1C(N)=O do in these assays?
D1 potentiator: 2; Apoferritin bind: -21%; D1 antagonist: -12; D2 potentiator: -9; D1 ag: -1; RXFP1 antagonist: -11; RXFP1 agonist: -1.2%; TRHR agonist: 0.3; TRHR enhancer: 8
